Bioassay records from PubChem.
INS-1E GSIS act – GLuc luminescence reporter in INS-1E cells, primary screen for activators of glucose-dependent secretion of insulin | INS-1E GLuc reporter insulin secretion, 2-3 h | AID 743287, 2014 | activation, % at 16.6 µM | 370,000 compounds, 0.61% hits;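 active = lowest replicate activation of at least 40%, so every replicate reaches that level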;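 also: 0% = median of neutral control wells and 100% = median of IBMX positive control wells; some compounds called inactive have numbers as strong as hits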
FN deposit inh – inhibitors of fibronectin matrix deposition, primary screen, AH1F cells, Alexa488-fibronectin fluorescence, plate reader. AH1F fibroblasts, overnight. inhibition, % at 12.6 µM. 350,000 compounds, 0.086% hits;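 active = mean inhibition across replicates of 30% or more, regardless of how many single replicates reach that level; inconclusive = mean under 30% yet at least half of replicates reach 30%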;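 also: positive control wells lacked labelled fibronectin entirely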
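Schedule: 1 h cell adhesion before compound, then overnight fibronectin incubation; test system: AH1F fibroblast monolayer depositing Alexa488-labelled fibronectin into matrix; quantity: 10000 AH1F cells per well; probe or stimulus: fluorescent fibronectin at 24 nM final; signal: fluorescence, ex 485 nm, em 525 nm; evaluation: percent inhibition as loss of matrix-bound fibronectin fluorescence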
miR122 inh – miR-122 Renilla sensor signal increase in Huh7, primary screen, miR-122 inhibitor project, cell-based, single point, plate reader; Huh7 miR-122 Renilla luciferase sensor, 48 h; neutral wells = 0, positive control = 100; activation (reporter increase), % at 12.5 µM; 340,000 compounds, 0.3% hits; AID 602342, 2012;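 active = mean replicate activation score at least 90 and every replicate individually at or above 90; inconclusive = only one of the two criteria met; inactive = neither criterion met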;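 also: higher luciferase means less miR-122 activity so hits act as miR-122 inhibitors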
F508del corr – F508del CFTR correction, initial screen, CFBE line, single point; CFBE cells, YFP halide quenching; stimulated with forskolin plus potentiator P3; % fluorescence drop versus neutral controls; activity (quench increase), % at 7.58 µM; 350,000 compounds, 0.36% hits;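 active = mean added fluorescence quench of at least 8% versus neutral control, with both replicates also reaching 8%; inconclusive = only one of the mean or replicate conditions met; inactive = mean below 8% and not both replicates reaching 8%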;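 also: cells transiently co-express mutant CFTR-F508del with the halide-sensitive YFP; corrector assay measuring rescue of mutant channel to the surface after 24 h compound exposure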
EWS-Fli block – EWS/Fli-driven NR0B1 reporter inhibitors, primary screen, A673 cells, NR0B1 luciferase, luminescence, MLPCN library. inhibition, % at 12.6 µM. 350,000 compounds, 0.67% hits. viability-normalised;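 active = mean inhibition of at least 50% after viability correction, with every replicate also passing that limit; inconclusive = mean reaches 50% but only one of two replicates passes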;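 also: firefly luciferase signal divided by Alamar Blue viability fluorescence both relative to DMSO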
PAX8 inh HTS – inhibitors of PAX8-driven TPO luciferase reporter, primary screen, RMG-I cells, single concentration. inhibition, % at 12.6 µM. AID 652154, 2013. SteadyGlo, 24 h. 360,000 compounds, 1.2% hits;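 active = mean replicate inhibition at least 60% with every replicate also reaching 60%; inconclusive = only one of the two criteria is met; inactive = mean below 60% and not all replicates reaching 60%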;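 also: luciferase light reporting Pax8 driven TPO promoter activity; plate controls were median of neutral control wells for no effect and mitoxantrone controls for full effect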
DENV2 CPE rescue – inhibitors of DENV2 cytopathic effect, primary screen, cell-based, plate reader, single concentration | DENV2-infected cells, cytopathic effect rescue | CPE inhibition, % at 9.99 µM | 350,000 compounds, 1.7% hits | AID 651640, 2012; in the data active = CPE inhibition above about 20%, passing the limit was not always enough; inconclusive = no clear call, values can overlap the other calls; tested in BHK-21 cells;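 also: 0% = median of neutral control wells and 100% = median of positive control wells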
Active calls of the source: *; ? = inconclusive; . = no result given; & = joins results of further samples; [ ] = dose if it differs, or a comment.

SMILES	EWS-Fli block	FN deposit inh	DENV2 CPE rescue	miR122 inh	PAX8 inh HTS	F508del corr	INS-1E GSIS act
CCCC(=O)Nc1ccc2c(c1)C(=O)N(C)C[C@H](OC)[C@@H](C)CN(C(=O)c1ccccc1F)[C@@H](C)CO2	-2	0	-3	-10[16.7 µM]	.	0.7	5
Cc1ccc(Nc2c3c(nc4ncnn24)CCC3)cc1	.	-5	.	0	.	.	19
CCCN1C[C@H](C)[C@H](OC)CN(C)C(=O)c2ccc(NC(=O)C3CC3)cc2OC[C@H]1C	-1	0	-3	.	18	-0.4	-4
CC(C)CC(=O)N[C@H](C(=O)N[C@H](C(=O)N[C@@H](CC(C)C)[C@@H](O)CC(=O)N[C@@H](C)C(=O)N[C@@H](CC(C)C)[C@@H](O)CC(=O)O)C(C)C)C(C)C	-11&-2	3&-7	5&0	-7&1	7&-11	-1.0&-3.1	-2
O=S(=O)(N[C@@H]1CC[C@@H](CCn2cc(-c3cccc(F)c3)nn2)O[C@H]1CO)c1ccc(F)cc1	7	-5	4	.	.	1.9	-18
O=c1onc(-c2c(F)cccc2F)n1-c1ccccc1Cl	11	-13	7	-4	-4	-2.8	34
COc1cccc(-c2nc(CS(=O)CC(=O)NCc3ccc4c(c3)OCO4)c(C)o2)c1 (stereo not drawn)	-9	-3	12	68	-2	-3.0	3
COc1ccc(CNC(=O)OCc2nccnc2C(=O)Nc2ccc(Br)cn2)cc1	-12	-3	1	-5	-22	-1.8	6
C[C@@H]1CN([C@H](C)CO)C(=O)c2cc(NC(=O)Nc3ccc(F)cc3)ccc2O[C@@H](C)CCCCO[C@H]1CN(C)Cc1ccc(C(=O)O)cc1	-10&-2	11	?	0	-19&-18	-0.1&-2.1	9&18
c1ccc(CSc2nc3ncccn3n2)cc1	-58	-1	-3	-6	-178	4.4	12
O=C(COC(=O)CCc1nc2ccccc2s1)NC(=O)NCc1ccco1	7	.	-4	.	5	-2.9	20
CN(C)c1ccc(NC(=O)CCN2CCN(c3ccccn3)CC2)cc1	4	1	8	-4	9	-3.1	-2
Cc1ccc(NS(=O)(=O)c2ccc(CCC(=O)NCc3ccccn3)cc2)cc1	-2	-9	-3	12	3	0.8	-1
COc1ccc(-c2ccc3c(c2)[C@@H]2[C@@H](CCN2S(=O)(=O)C2=NC(C)C=N2)[C@@H](CO)N3C)cc1 (stereo partly drawn)	-27	-9	?	-3[16.7 µM]	-14	0.1	5
COc1ccccc1CCc1nnc(CCC(=O)NCC(C)Oc2cccnc2)o1 (stereo not drawn)	2	-18	7	.	7	0.4	-3
CN(C)c1ccc(C(=O)NCC(c2cccs2)N2CCOCC2)cc1[N+](=O)[O-] (stereo not drawn)	-8	.	?	.	-2	-3.2	-14
CN(C)CC(O)COC(c1ccccc1)c1ccccc1 (stereo not drawn)	-1	-7	.	-1	2	-0.9	-14
Cc1ccc(C(C(=O)NC(C)(C)C)N(Cc2cccnc2)C(=O)C(=O)NC2CCCCC2)o1 (stereo not drawn)	-6	1	1	.	7	0.2	1
Cc1nc2nc(SCc3nc4ccccc4[nH]3)[nH]c2cc1Br	-6	5	0	2	-1	0.3	-2
CC1=C(C)C(O)N(Cc2ccccc2)C1=O (stereo not drawn)	4	4	-6	-5	-9	-3.9	-5

The list goes on:
SMILES	EWS-Fli block	FN deposit inh	DENV2 CPE rescue	miR122 inh	PAX8 inh HTS	F508del corr	INS-1E GSIS act
O=C(CSC1=NCCS1)NC1CCCC1	.	1	.	-2	5	.	.
COC(=O)c1ccccc1S(=O)(=O)N1CCC(C(=O)NC2CCCCC2)CC1	1	5	?	-18	-24	-0.6	-5
O=C(Nc1ccc(O)cc1)c1c(O)c2c([nH]c1=O)CCCC2	-60	17	?	.	-172	-2.2	12
CCC(=O)N(CCc1ccccc1)Cc1cc2ccc(OC)cc2[nH]c1=O	8	-10	4	.	7	-4.0	1
C[C@@H]1CN([C@H](C)CO)C(=O)c2cccc(NC(=O)C3CCOCC3)c2O[C@H]1CN(C)Cc1ccc(C(F)(F)F)cc1	-6	.	?	71[16.7 µM]	6	-2.7	-9
N#CC1=C(S)N(c2ccccc2)C(c2ccc(-c3cccc(Cl)c3)o2)NC1=O (stereo not drawn)	10	1	0	3	1	-2.4	-13
CN(C(=O)CSc1ncnc2sc3c(c12)CCCC3)C1CCS(=O)(=O)C1 (stereo not drawn)	6	.	-2	.	9	2.1	.
COCC(=O)Nc1ccc2c(c1)[C@H]1C[C@@H](CC(=O)NCc3ccccc3F)O[C@@H](CO)[C@H]1O2	-5	.	2	-8[16.7 µM]	-6	1.2	-11
COc1ccc(NC(=O)N[C@@H](CCSC)C(=O)O)cc1OC	-8	3	-1	6	-8	0.8	13
Cc1cc(C)cc(OCC(=O)Nc2ccc(N3CCN(C(=O)c4ccco4)CC3)cc2)c1	4	.	-5	0	.	3.2	-1
COc1cc2cc(C#N)c(SCC(=O)Nc3cc(C)on3)nc2cc1OC	-12	-2	-4	3	5	0.8	10
Cc1ccc(NC(=S)N2CCCCC2)cc1C	-21	-8	-6	.	-21	0.9	.
COc1ccc(-c2cn(-c3ccccc3)c3[n+]2CCS3)cc1	.	-6	.	3	15	.	-37&-34
CC(=O)Nc1ncc(Cc2cccc(Cl)c2)s1	-11	7	-11	.	6	.	0
COc1ccc(NC(=O)c2cn(C)c(=O)c3cc(OC)c(OC)cc23)c(OC)c1	2	-10	?	2	0	-1.3	-3
Cc1ccc(NC(=O)CN2C(=O)NC3(CCCC3)C2=O)cc1S(=O)(=O)N1CCCCC1	5	10	-9	-1	14	-2.2	-17
C=CCOC(=O)C(C#N)c1nc2ccccc2nc1N1CCC(C(=O)OCC)CC1 (stereo not drawn)	.	-8	.	-1	7	.	.
C[C@H](CO)N1C[C@H](C)[C@@H](CN(C)C(=O)c2ccccc2)Oc2cc(C3=CCCCC3)ccc2S1(=O)=O	3	5	4	38[16.7 µM]	.	-4.3	-8
O=C(OCCN1CCN(C2=NS(=O)(=O)c3ccccc32)CC1)c1ccccc1F	4	.	6	.	6	-1.8	-4
COCCSc1nnc(-c2cnccn2)o1	.	-13	.	0	-6	.	.

The list goes on.
SMILES	EWS-Fli block	FN deposit inh	DENV2 CPE rescue	miR122 inh	PAX8 inh HTS	F508del corr	INS-1E GSIS act
O=C(CCCCC(=O)NN=Cc1ccc(Cl)cc1)NN=Cc1ccc(Cl)cc1	-4	6	5	-5	-13	-2.8	7
O=C(COc1ccc(-n2cnnn2)cc1)Nc1ccc(Br)cc1F	-5	-3	9	0	-6	1.3	9
CC(=O)c1ccc(S(=O)(=O)N2CCc3ccccc3C2)cc1	14	7	-1	9	7	0.8	2
C[C@@H]1CN([C@@H](C)CO)C(=O)Cc2cc(NS(=O)(=O)c3cn(C)cn3)ccc2O[C@@H]1CN(C)Cc1ccc(Oc2ccccc2)cc1	10	1	-11	3[16.7 µM]	.	0.4	-17
CCC(C(=O)NCc1cccnc1)c1ccccc1 (stereo not drawn)	-11	5	-1	.	-4	-1.3	0
COC(=O)c1ccccc1NS(=O)(=O)c1ccc(Cl)nc1	-16	12	-3	-10	-6	-3.5	46
COCCn1nnnc1C(c1ccc(Cl)cc1)N1CCN(C(=O)c2ccco2)CC1 (stereo not drawn)	-9	-1	2	.	2	-0.6	-15
CCOC(=O)C1(Cc2cccc(OC)c2)CCCN(C(=O)CSC)C1 (stereo not drawn)	-79	-4	-5	1	-37	-2.2	2
Cc1ccccc1CSc1nnc(-c2ccccn2)n1C	-64	1	8	2	-102	0.1	9
O=C(N[C@H]1CC[C@@H](CC(=O)N2CCCCC2)O[C@@H]1CO)c1ccc2c(c1)OCO2	2	.	5	.	-8	1.3	-7
O=C(CN(Cc1ccccc1F)C(=O)c1csnn1)NCc1ccc2c(c1)OCO2	12	0	-9	8	5	-0.2	-25
NCCc1nnc(SCc2ccccc2Cl)o1	3	-8	-1	-6	-8	-0.8	4
CC(C)NC(=O)Nc1cccc2c1O[C@H](CN(C)S(=O)(=O)c1cn(C)cn1)[C@@H](C)CN([C@H](C)CO)C2=O	-13	-1	4	-4[16.7 µM]	.	1.0	-8
O=C(CNC(=O)c1ccc(Br)cc1)OCC(=O)c1ccccc1	4	.	11	.	-1	-0.1	1
O=C(CNS(=O)(=O)c1ccc(F)cc1)N1CCOCC1	1	-7	-8	.	10	2.1	6
COc1ccc(C2CC(=O)C=C(NNS(=O)(=O)c3ccc(C)cc3)C2)cc1 (stereo not drawn)	-5	1	13	.	31	0.9	.
CCCOC(=O)c1ccc(-c2ccc(C=O)o2)cc1	-86	-8	?	-3	38	0.0	12
COC(=O)[C@@]1(Cc2ccc(OC)cc2)[C@H]2c3cc(C(=O)N4CCCC4)n(Cc4ccc(C)o4)c3C[C@H]2CN1C(=O)c1ccccc1	0	-4	-4	.	5	-4.8	-41
CSCC(=O)N1CCC(CCC(=O)NC2CC2)CC1	4	-10	-1	-3	-13	1.2	-2
C=Cc1ccc(Cn2c(C)c(C(=O)NCCC#N)sc2=O)cc1	-2	1	14	.	-9	-0.6	-2

One compound at a time, from the list above:
`COCCn1nnnc1C(c1ccc(Cl)cc1)N1CCN(C(=O)c2ccco2)CC1` (stereo not drawn) in the list: EWS-Fli block = -9; FN deposit inh = -1; DENV2 CPE rescue = 2; miR122 inh = .; PAX8 inh HTS = 2; F508del corr = -0.6; INS-1E GSIS act = -15
`O=C(CNS(=O)(=O)c1ccc(F)cc1)N1CCOCC1` in the list: EWS-Fli block = 1; FN deposit inh = -7; DENV2 CPE rescue = -8; miR122 inh = .; PAX8 inh HTS = 10; F508del corr = 2.1; INS-1E GSIS act = 6

(more compounds)
SMILES	EWS-Fli block	FN deposit inh	DENV2 CPE rescue	miR122 inh	PAX8 inh HTS	F508del corr	INS-1E GSIS act
COc1cccc(C(=O)N2C[C@@H]3[C@H](c4ccccc42)[C@H](CO)N3C(=O)c2ccccc2)c1	-7	.	-1	10[16.7 µM]	19	2.1	5
O=C(Nc1ccccc1F)C1CCN(C(=O)Cc2ccccc2)CC1	.	0	.	2	7	.	.
CN(c1ccccc1)S(=O)(=O)c1nnc(NC(=O)COc2ccccc2)s1	-5	1	-4	2	-13	-0.7	31
COc1ccc(-c2nc(CN3CCN(c4cc(C)nc(C)c4)CC3)c(C)o2)c2ccccc12	22	5	-3	-16	22	-3.0	-25
CCCC(=O)NC(c1ccccc1)c1c(O)ccc2ccccc12 (stereo not drawn)	3	4	0	0	-1	-2.7	.
COc1cc(C(=O)Nc2ccc(S(=O)(=O)NC(C)C)cc2)cc(OC)c1OC	.	-13	.	-8	.	.	7
